CHRM5 antagonist – CHRM5 antagonism in calcium assay. CHO-hM5 cells, Fluo-8 calcium fluorescence, ACh EC80. inhibition, % at 3 µM. hit rate 0.59% among 360,000. AID 624040;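 active = inhibition above a per-plate cutoff, the mean of that plate's test compounds plus 3 SD, cut at about 27% in these data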;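 also: 0% = acetylcholine EC80 with DMSO and 100% = DMSO without agonist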
Target sequence (P08912 whole entry, looked up): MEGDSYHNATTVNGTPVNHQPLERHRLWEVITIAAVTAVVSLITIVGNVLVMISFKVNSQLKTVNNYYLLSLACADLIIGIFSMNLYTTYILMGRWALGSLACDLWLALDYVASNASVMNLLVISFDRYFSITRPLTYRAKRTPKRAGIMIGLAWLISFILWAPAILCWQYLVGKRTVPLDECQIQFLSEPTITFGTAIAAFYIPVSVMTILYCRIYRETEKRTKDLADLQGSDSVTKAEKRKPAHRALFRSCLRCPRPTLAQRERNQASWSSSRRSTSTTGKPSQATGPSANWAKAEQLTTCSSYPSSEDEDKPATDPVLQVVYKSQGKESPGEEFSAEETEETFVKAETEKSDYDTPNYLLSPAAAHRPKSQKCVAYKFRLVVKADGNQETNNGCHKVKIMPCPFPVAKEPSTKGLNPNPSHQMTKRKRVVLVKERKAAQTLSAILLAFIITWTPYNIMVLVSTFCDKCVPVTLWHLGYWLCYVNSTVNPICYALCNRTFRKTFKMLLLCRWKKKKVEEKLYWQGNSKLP
M4 antag – CHRM4 antagonism in calcium assay; CHO-hM4 cells, ACh EC80, Fluo-8 calcium fluorescence; P08173; hit rate 0.73% among 360,000; inhibition, % at 3 µM;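 active = inhibition above its plate's cutoff, the mean inhibition of sample wells plus 3 SD, cut at about 27% in these data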;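 also: 0% = acetylcholine EC80 with DMSO and 100% = DMSO without agonist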
TAAR1 agonist – agonists of human TAAR1 | Q96RJ0 | hit rate 0.99% among 360,000 | AID 624467 | activation, % at 3 µM | CHO RD-HGA16 TAAR1, Fluo-8 calcium fluorescence; vehicle wells 0%, saturating PEA agonist 100%;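 active = activation above the mean activation of all test compounds in the run plus 3 SD, cut at about 38% in these data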
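Repeats: no replicates (n 1) | Material: CHO-derived RD-HGA16 cells with stable Gα16 and human TAAR1 | Technique: Kinetic Fluo-8 calcium fluorescence | Schedule: 17-24 h seeding, 75 min 37 °C dye, 30 min RT | Evaluation: % activation from peak over basal fluorescence ratio, DMSO-to-PEA scaled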
CHRM1 PAM – positive allosteric modulators of human M1 muscarinic receptor; hit rate 0.088% among 360,000; activation, % at 3 µM; P11229; CHO-K1 hM1, Fluo-8 calcium fluorescence, ACh EC20; 0% = ACh EC20, 100% = maximal ACh; in the data active = activation above about 19%, passing the limit was not always enough
Target sequence (P11229 whole entry, looked up): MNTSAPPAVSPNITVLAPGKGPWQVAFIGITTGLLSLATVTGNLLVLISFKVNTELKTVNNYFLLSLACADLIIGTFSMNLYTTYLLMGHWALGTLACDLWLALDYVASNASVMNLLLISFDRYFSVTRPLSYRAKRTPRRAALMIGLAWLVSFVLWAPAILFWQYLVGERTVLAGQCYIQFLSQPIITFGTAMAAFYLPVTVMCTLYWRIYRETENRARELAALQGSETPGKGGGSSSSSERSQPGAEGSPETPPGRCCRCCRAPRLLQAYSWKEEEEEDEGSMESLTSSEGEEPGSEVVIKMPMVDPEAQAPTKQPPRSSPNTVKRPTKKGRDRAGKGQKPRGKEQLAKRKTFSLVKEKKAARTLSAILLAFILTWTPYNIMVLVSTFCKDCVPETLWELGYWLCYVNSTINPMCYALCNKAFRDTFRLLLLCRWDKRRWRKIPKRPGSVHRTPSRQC
M5 PAM – positive allosteric modulators of human muscarinic M5 receptor. activation, % at 3 µM. CHO-K1 hM5, Fluo-8 calcium, ACh EC20 PAM; 0% = ACh EC20, 100% = ACh EC100. P08912. AID 624038. hit rate 0.3% among 360,000;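 active = activation above the run cutoff, the mean activation of all test compounds plus 3 SD, cut at about 18% in these data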
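Assay system: CHO-K1 hM5 cells / Incubation: Fluo-8 loading 80 min at 37 °C plus 30 min room temperature / Technique: Fluo-8 calcium dye fluorescence, kinetic read / Repeats: single replicate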
M1 antag – blocks human M1 muscarinic receptor | P11229 | AID 588852 | CHO-K1 hM1, Fluo-8 calcium fluorescence, ACh EC80 antagonist | hit rate 1.3% among 360,000 | inhibition, % at 3 µM;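 active = percent inhibition above its own plate's cutoff, namely the mean of that plate's compound wells plus 3 SD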;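 also: peak over basal fluorescence ratio during 140 s after agonist addition; 0% = ACh EC80 plus DMSO and 100% = DMSO alone without agonist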
CHRM1 agonist – human M1 muscarinic receptor agonism; hit rate 0.33% among 360,000; CHO-K1 hM1, Fluo-8 calcium fluorescence, agonist mode; 0% DMSO, 100% acetylcholine EC100; activation, % at 3 µM;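 active = activation above the run's mean compound activation plus 3 SD, cut at about 16% in these data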;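 also: peak over basal fluorescence ratio within a 140 s kinetic read after compound addition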
M4 ag – CHRM4 agonism in calcium assay | P08173 | CHO-K1 hM4/Gqi5, Fluo-8 calcium fluorescence; vehicle 0%, full acetylcholine response 100% | hit rate 0.14% among 360,000 | activation, % at 3 µM | AID 624127;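 active = activation above the run mean over all test wells plus 3 SD, cut at about 32% in these data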;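 also: peak over basal fluorescence ratio per well then scaled between controls; 0% = DMSO wells and 100% = acetylcholine at EC100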
M5 ag – CHRM5 agonism in calcium assay | P08912 | CHO-K1 hM5 cells, Fluo-8 calcium fluorescence; 0% DMSO wells, 100% maximal acetylcholine response | activation, % at 3 µM | hit rate 0.19% among 360,000 | AID 624037;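 active = activation above the run's mean over test compounds plus 3 SD, cut at about 23% in these data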;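 also: signal is peak over basal fluorescence ratio across the kinetic read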
* = called active by the depositor; nt = not tested or not shown. An excerpt; count on the stated rates, not on these rows.

SMILES | CHRM5 antagonist | M4 antag | TAAR1 agonist | CHRM1 PAM | M5 PAM | M1 antag | CHRM1 agonist | M4 ag | M5 ag
CCOC(=O)c1ccc(-c2c(C)cc3oc(=O)cc(-c4ccccc4)c3c2C)cc1 | -11 | -8 | -1 | 1 | 2 | -9 | -5 | -1 | 0
COc1ccc2c(C)cc(SC3CCOC3=O)nc2c1 (stereo not drawn) | 15 | -2 | 3 | 1 | -9 | -4 | -7 | 1 | 0
CCCCCCC(=O)Nc1ccc(S(=O)(=O)Nc2onc(C)c2C)cc1 | 10 | -1 | 2 | 9 | -3 | -12 | -5 | 0 | -1
O=C(CCCn1c(=O)[nH]c2ccccc2c1=O)N1CCN(c2ccccn2)CC1 | -3 | -12 | 1 | 2 | -7 | -5 | -2 | 2 | 2
CCOc1c(C)cnc2c1c(=O)n(Cc1ccc(Cl)cc1)c(=O)n2C | -1 | 0 | -3 | -1 | 2 | 2 | -3 | 0 | 0
C=CCn1c(SCc2c(C)noc2C)nc2sc3c(c2c1=O)CCCCC3 | 7 | 12 | 1 | 5 | -4 | -6 | -6 | 0 | -2
O=C(CSc1nc2ccc(Nc3nc(N4CCOCC4)nc(N4CCOCC4)n3)cc2s1)NCc1ccco1 | 3 | -9 | 4 | 11 | 0 | -15 | -9 | 4 | 0
Cc1nc(SCC(=O)Nc2cc(C(N)=O)cc(C(N)=O)c2)c2c(C)c(C)sc2n1 | 11 | 2 | 0 | 3 | 0 | -3 | -4 | 0 | -5
Cc1ccc(S(=O)(=O)Nc2ccc(C(=O)OCC(=O)N(CCC#N)c3ccccc3)cc2)cc1C | 4 | 5 | 7 | 3 | -4 | 0 | -7 | 2 | 2
COC(=O)c1sccc1NC(=O)c1ccc(C(C)C)cc1 | -12 | -13 | -1 | 6 | -7 | -15 | 1 | -1 | -2
Cc1cccc(Oc2ncnc(N)c2[N+](=O)[O-])c1C | 7 | -1 | -1 | 7 | -4 | -7 | -8 | 0 | -4
O=C(NCc1ccc(Cl)c(Cl)c1)c1cc(C2CCCCN2C(=O)C2CCCCC2)on1 (stereo not drawn) | 8 | -9 | -2 | -20 | -15 | 17 | -8 | 4 | -3
CC(OC(=O)C1CCN(S(=O)(=O)c2ccc(Cl)cc2)CC1)C(=O)N1CCc2ccccc21 (stereo not drawn) | -7 | 3 | 4 | -1 | 4 | 8 | -1 | 2 | -2
Cc1oc(C(C)(C)C)cc1C(=O)N1CCN(c2ncccc2C(F)(F)F)CC1 | 10 | -2 | -2 | 12 | -5 | -12 | 0 | 2 | -1
CCN1CCCC1CN(Cc1cc2cc(OC)ccc2[nH]c1=O)C(=O)NCc1ccccc1 (stereo not drawn) | 1 | 5 | 2 | 1 | 0 | -3 | -5 | 0 | -4
NNC(=O)c1cccn(Cc2ccc(Cl)cc2Cl)c1=O | 11 | 2 | 0 | 19 | 1 | -12 | 8 | 2 | 4
CCCn1c(N)c(N(CCOC)C(=O)c2cc(S(=O)(=O)N3CCCCCC3)ccc2OC)c(=O)[nH]c1=O | 8 | -9 | 4 | 12 | -4 | -12 | 0 | 1 | -4
COc1ccc(-c2nc(CCNS(=O)(=O)c3ccc4c(c3)OCCO4)cs2)cc1 | 17 | 10 | 0 | -17 | -21 | 18 | 1 | 26 | 6
N#Cc1ccccc1OCC(=O)N1N=C(c2cccs2)CC1c1ccco1 (stereo not drawn) | 14 | 9 | 6 | -7 | 0 | 13 | -5 | 4 | -1
COc1cc(/C=C/C(=O)NC(C)C2CC3CCC2C3)cc(OC)c1OC (stereo not drawn) | -1 | -6 | 1 | -2 | 5 | 12 | -6 | 2 | -2
CCN1CCN(CCNC(=O)c2cn(Cc3ccccc3F)nn2)CC1 | -3 | -16 | 7 | 0 | 3 | -11 | -5 | 1 | -4
Nc1nncn1C(=O)c1c(Cl)cccc1Cl | 0 | 1 | 29 | 6 | -1 | -8 | 8 | 2 | 8
O=C(C[C@H]1C(=O)N(Cc2cccnc2)C[C@@H]1Cc1ccccc1)Nc1ccccc1 | 12 | -16 | 3 | 5 | -2 | -3 | -4 | 5 | 2
O=C(CN(C1CCCCC1)S(=O)(=O)c1ccc(F)cc1)NCc1ccncc1 | -3 | -1 | 17 | 14 | 1 | -14 | -2 | 3 | -1
CN(Cc1ccccc1)c1ccc(N2C(=O)CCC2=O)cc1[N+](=O)[O-] | 5 | -4 | 1 | -1 | -7 | 1 | -1 | 3 | 5

4 entries from above, with values under each structure:
Every second line gives: CHRM5 antagonist	M4 antag	TAAR1 agonist	CHRM1 PAM	M5 PAM	M1 antag	CHRM1 agonist	M4 ag	M5 ag
- CCCCCCC(=O)Nc1ccc(S(=O)(=O)Nc2onc(C)c2C)cc1
→ 10	-1	2	9	-3	-12	-5	0	-1
- O=C(CCCn1c(=O)[nH]c2ccccc2c1=O)N1CCN(c2ccccn2)CC1
→ -3	-12	1	2	-7	-5	-2	2	2
- CCOc1c(C)cnc2c1c(=O)n(Cc1ccc(Cl)cc1)c(=O)n2C
→ -1	0	-3	-1	2	2	-3	0	0
- C=CCn1c(SCc2c(C)noc2C)nc2sc3c(c2c1=O)CCCCC3
→ 7	12	1	5	-4	-6	-6	0	-2

Profiles, quoted from the list:
CCN1CCN(CCNC(=O)c2cn(Cc3ccccc3F)nn2)CC1 is listed with CHRM5 antagonist: -3; M4 antag: -16; TAAR1 agonist: 7; CHRM1 PAM: 0; M5 PAM: 3; M1 antag: -11; CHRM1 agonist: -5; M4 ag: 1; M5 ag: -4
N#Cc1ccccc1OCC(=O)N1N=C(c2cccs2)CC1c1ccco1 (stereo not drawn) is listed with CHRM5 antagonist: 14; M4 antag: 9; TAAR1 agonist: 6; CHRM1 PAM: -7; M5 PAM: 0; M1 antag: 13; CHRM1 agonist: -5; M4 ag: 4; M5 ag: -1

New compounds follow.
SMILES | CHRM5 antagonist | M4 antag | TAAR1 agonist | CHRM1 PAM | M5 PAM | M1 antag | CHRM1 agonist | M4 ag | M5 ag
CC1=C(C(=O)Nc2cccc(C)n2)C(c2ccc3c(c2)OCO3)C2=C(CC(c3ccco3)CC2=O)N1 (stereo not drawn) | -6 | -1 | 9 | 3 | -6 | -4 | -4 | 1 | -4
Cc1cccc(C(=O)NCC(=O)OCC(=O)c2cc(C)n(CC3CCCO3)c2C)c1 (stereo not drawn) | -2 | -10 | 1 | 8 | -8 | -3 | -9 | 9 | -4
O=C(COc1ccc([N+](=O)[O-])cc1)NCc1cccnc1 | -7 | 2 | 6 | 13 | 7 | -10 | -7 | 1 | -1
O=C(CCS(=O)(=O)c1ccc(Br)s1)NCc1cccs1 | 3 | -2 | 5 | 11 | -2 | -12 | -5 | 0 | -1
O=C(NC1CC1)c1ccc(S(=O)(=O)NC2CCCCCC2)cc1 | 10 | 17 | 3 | 1 | -13 | 0 | -1 | 6 | 0
CCOc1ccc(NC(=O)NNC(=O)c2cccnc2)cc1 | 15 | 8 | 3 | 8 | -7 | -8 | 0 | 0 | -7
COc1ccccc1-n1cnnc1SCC(=O)Nc1ccccc1 | 0 | 14 | 1 | -2 | 6 | 2 | -4 | 0 | -1
c1ccc2c(c1)OCC(CNCC1COc3ccccc3O1)O2 (stereo not drawn) | 7 | 11 | 5 | 4 | -5 | -6 | -5 | 1 | -1
COC(=O)C(c1cc(OC)c(O)c(OC)c1)(N1CCNC(C)C1)C(F)(F)F (stereo not drawn) | 1 | -10 | 3 | 4 | -2 | -4 | -4 | 1 | -3
COc1ccc(OCc2nnc3n2N=C(c2ccccc2)C(CC(=O)O)S3)cc1 (stereo not drawn) | 18 | 1 | 2 | 12 | 0 | -3 | -6 | 0 | -3
CCOc1ccc(-n2ccnc2SCC(=O)N2CCCc3ccccc32)cc1 | 19 | 7 | 7 | -7 | -4 | 9 | -6 | 2 | -2
CCN(CC)CCC#CC(O)(c1ccccc1)c1ccccc1 | 99* | 84* | 1 | -27 | -18 | 99* | -11 | 0 | -8
Clc1ccc(-n2nnc(-c3nccs3)n2)cc1Cl | 9 | -22 | 8 | 8 | 2 | -9 | -2 | 4 | -2
FC(F)(F)c1cccc(-c2ccc(/C=N/Nc3nncc(-c4ccccc4)n3)o2)c1 | -4 | -1 | 4 | 11 | -3 | -9 | -6 | 1 | -6
COc1ccc(-c2ccc(CCC(=O)O)n2-c2cc(OC)ccc2OC)cc1 | 3 | 2 | 3 | 5 | 2 | -7 | -2 | 0 | 0
CCCCN(C(=O)c1ccc([N+](=O)[O-])s1)c1c(N)n(CC(C)C)c(=O)[nH]c1=O | 4 | -2 | 0 | 5 | -1 | -5 | -2 | 0 | -4
Cc1cc(C)c(S(=O)(=O)NC(CC(=O)O)c2cccc([N+](=O)[O-])c2)c(C)c1 (stereo not drawn) | -1 | -5 | 6 | -8 | 0 | 6 | -5 | 1 | 0
Cc1cc([N+](=O)[O-])c(C)cc1-c1ccc(/C=N/n2cnnc2)o1 | 8 | 4 | 8 | 9 | 0 | -14 | -6 | 0 | -4
O=C(NNc1cccc(Cl)n1)c1ccc(Cl)nc1 | 0 | -2 | 2 | 2 | 2 | -5 | -5 | 2 | -3
O=C(CN1CCN(c2ccccn2)CC1)N1c2ccccc2Sc2ccc(C(F)(F)F)cc21 | 4 | 11 | 0 | -27 | -16 | 31* | -7 | -2 | -3
COc1cccc(-c2nnn(CC(=O)Nc3ccc(C)cc3C)n2)c1OC | -3 | -13 | 11 | -1 | -1 | 2 | -4 | 1 | 1
Cc1c(C(=O)N(C)C)c2ccc(Cl)cc2n1O | -12 | -1 | 0 | 13 | 3 | -10 | -4 | 1 | 2
Cc1ccc(/C=N/c2sc3c(c2C(N)=O)CCCC3)o1 | 8 | -12 | 2 | 13 | 8 | -7 | -4 | 1 | -2
CN(C)S(=O)(=O)Nc1ccc2c(c1)OCO2 | 5 | 0 | nt | 0 | -3 | 3 | -3 | 0 | 1

Assay outcomes from PubChem.
